GluA2 TARP mod = modulators of GluA2-stargazin AMPA receptor complexes, primary screen, cell-based, membrane potential dye; Voltage-dependent calcium channel gamma-2 subunit (Mus musculus) + Glutamate receptor 2 …; calls only at 30 µM; 40,000 compounds, 3.5% hits; HEK293 GluA2+stargazin, membrane potential dye (FDSS), glutamate EC50; hits were called plate by plate, in both directions;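 active = any of four per-well response measures lying three or more SD from its plate-wide compound average, in either direction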
Target sequence (O88602 whole entry, looked up): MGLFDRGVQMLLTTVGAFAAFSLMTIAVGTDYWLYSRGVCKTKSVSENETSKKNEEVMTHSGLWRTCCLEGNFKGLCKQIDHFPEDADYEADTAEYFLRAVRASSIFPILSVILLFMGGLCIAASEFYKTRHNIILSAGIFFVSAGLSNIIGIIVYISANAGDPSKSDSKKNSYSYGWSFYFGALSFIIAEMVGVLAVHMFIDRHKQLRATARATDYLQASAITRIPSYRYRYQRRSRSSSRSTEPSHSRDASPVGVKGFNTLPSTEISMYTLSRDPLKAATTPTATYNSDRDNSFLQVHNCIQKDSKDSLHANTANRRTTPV
Target sequence (P19491 whole entry, looked up): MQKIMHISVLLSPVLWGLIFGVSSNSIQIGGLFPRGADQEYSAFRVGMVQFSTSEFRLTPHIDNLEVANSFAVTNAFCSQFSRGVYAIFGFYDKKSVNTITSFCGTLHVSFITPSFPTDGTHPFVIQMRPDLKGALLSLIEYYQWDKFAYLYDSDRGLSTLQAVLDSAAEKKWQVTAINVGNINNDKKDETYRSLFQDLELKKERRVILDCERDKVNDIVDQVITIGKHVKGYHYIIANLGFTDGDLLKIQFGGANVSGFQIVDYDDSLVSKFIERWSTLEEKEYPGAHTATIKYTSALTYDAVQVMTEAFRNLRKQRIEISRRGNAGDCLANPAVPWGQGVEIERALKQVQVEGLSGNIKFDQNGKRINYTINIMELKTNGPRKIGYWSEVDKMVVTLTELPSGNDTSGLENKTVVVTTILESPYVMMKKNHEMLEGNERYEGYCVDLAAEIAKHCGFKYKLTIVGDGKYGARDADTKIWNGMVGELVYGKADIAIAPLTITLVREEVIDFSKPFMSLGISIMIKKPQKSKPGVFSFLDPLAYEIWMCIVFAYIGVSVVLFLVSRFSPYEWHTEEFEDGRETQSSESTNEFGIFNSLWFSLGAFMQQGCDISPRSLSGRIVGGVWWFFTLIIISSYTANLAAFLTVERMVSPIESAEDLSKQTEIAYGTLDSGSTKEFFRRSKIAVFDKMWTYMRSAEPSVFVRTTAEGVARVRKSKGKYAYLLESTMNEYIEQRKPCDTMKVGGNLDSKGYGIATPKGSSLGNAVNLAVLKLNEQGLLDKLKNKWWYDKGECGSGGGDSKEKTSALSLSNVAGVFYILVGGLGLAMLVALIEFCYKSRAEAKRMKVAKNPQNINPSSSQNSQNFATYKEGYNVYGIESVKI
GluA2 TARP mod agonism max-min = recorded beside GluA2 TARP mod, whose call it bears; compound max-min signal; compound-alone response (agonism);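 unitless range of fluorescence divided by baseline over first 100 seconds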
GluA2 TARP mod glutamate slope = second read-out of GluA2 TARP mod, no call of its own (marks repeat the call); glutamate slope, % of max; measured here: glutamate response slope, % max;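 scaled per plate between vehicle wells and maximal 1 mM glutamate control wells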
* hit, by the source's call; i = inactive; + = active, no number; & = joins results of further samples. Only part of the results is shown; rates above refer to the full screens.

Preview, six compounds:
GluA2 TARP mod	GluA2 TARP mod agonism max-min	GluA2 TARP mod glutamate slope	compound
i	0.0967	63.7	Cc1cc(C(=O)N2CCOCC2)nn1CC(=O)N(C)C1CCN(C)CC1
i	0.0341	48.4	COc1ccc(Cl)cc1C(=O)NCC(c1ccc(C)cc1)N1CCOCC1 (centres undefined)
i	0.107	55.2	CCc1cc(S(=O)(=O)N2CCc3ccccc32)ccc1OC
i	0.0525	72.8	CCOc1cccc2cc(C(=O)N3CC(C)CC(C)C3)c(=O)oc12 (centres undefined)
i	0.0377	30.1	COc1cccc(-c2cc(CC(=O)N3CCN(C(C)=O)CC3)no2)c1
i	0.0597	49.9	CC1CCCN(C(=O)C(=O)c2cn(CC(=O)N3CCOCC3)c3ccccc23)C1 (centres undefined)

Main list, repeating the preview:
GluA2 TARP mod	GluA2 TARP mod agonism max-min	GluA2 TARP mod glutamate slope	compound
i	0.0967	63.7	Cc1cc(C(=O)N2CCOCC2)nn1CC(=O)N(C)C1CCN(C)CC1
i	0.0341	48.4	COc1ccc(Cl)cc1C(=O)NCC(c1ccc(C)cc1)N1CCOCC1 (centres undefined)
i	0.107	55.2	CCc1cc(S(=O)(=O)N2CCc3ccccc32)ccc1OC
i	0.0525	72.8	CCOc1cccc2cc(C(=O)N3CC(C)CC(C)C3)c(=O)oc12 (centres undefined)
i	0.0377	30.1	COc1cccc(-c2cc(CC(=O)N3CCN(C(C)=O)CC3)no2)c1
i	0.0597	49.9	CC1CCCN(C(=O)C(=O)c2cn(CC(=O)N3CCOCC3)c3ccccc23)C1 (centres undefined)
i	0.0627	26.3	O=C(c1ccc(S(=O)(=O)N2CCCC2)cc1)N1CCc2ccccc21
i	0.0636	55.4	O=C(NCc1ccc2c(c1)OCO2)c1csc(NS(=O)(=O)c2ccccc2)n1
i	0.0794	59.6	Cc1cc(C)n(-c2cc(N3CCCC(C(=O)Nc4c(C)n(C)n(-c5ccccc5)c4=O)C3)ncn2)n1 (centres undefined)
i	0.0573	46.6	COc1ccccc1OCC(=O)Nc1ccc(S(N)(=O)=O)cc1
i	0.145	48.5	CCOC(=O)c1cn[nH]c1S(=O)(=O)NCc1cccc(OC)c1
+	0.0703*	64.1*	O=S(=O)(NCCOc1ccc(-c2ccc(F)cc2)nn1)c1ccc(Br)cc1
i	0.0425	48.9	COc1cccc(C(CNC(=O)C(=O)Nc2ccc(C)cc2)N2CCOCC2)c1 (centres undefined)
i	0.0475	37.2	COCCNC(=O)NCC1CCN(C(=O)NC(C)(C)C)CC1
i	0.101	59.8	O=C1CCCN1c1cccc(NS(=O)(=O)c2ccc3c(c2)OCCO3)c1
i	0.0742	59.9	COc1ccc(S(=O)(=O)CCC(=O)Nc2nc3ccc(C)cc3s2)cc1
i	0.131	62.0	CCOc1ccccc1NC(=O)C(=O)Nc1ccc([N+](=O)[O-])cc1
i	0.124	53.1	COc1ccc(OC)c(COCC(O)CNC(C)C)c1 (centres undefined)
i	0.0965	55.7	COc1ccc2nc(-c3ccc(C)c(NC(=O)Nc4ccc(OC)c(OC)c4)c3)cn2n1
i	0.061	76.5	CCOC(=O)c1sc(NC(=O)COc2ccc(C)cc2C(C)(C)C)nc1C
i	0.086	62.3	Cc1nc(N2CCN(Cc3ccccc3)CC2)nc(N2CCCCC2)c1[N+](=O)[O-]
i	0.164	41.6	CC(O)(CNC(=O)Cn1c(=O)oc2ccccc21)c1ccc(-c2ccccc2)cc1 (centres undefined)
i	0.109	51.5	Cc1cc(C)c(S(=O)(=O)N2CCN(S(=O)(=O)N3CCCCCC3)CC2)c(C)c1
i	0.0552	66.2	CCCS(=O)(=O)N1CCCc2cc(NS(=O)(=O)c3ccc(OC)c(C)c3)ccc21
i	0.116	66.1	CCC(C(=O)Nc1cc(-c2ccco2)nn1-c1nc(C)c(C)c(=O)[nH]1)c1ccccc1 (centres undefined)
i	0.13	46.6	O=C(C1CCN(c2ccc(-c3cccs3)nn2)CC1)N1CCOCC1
i	0.0883	59.4	COc1ccc(S(=O)(=O)c2cc3cc(F)cc(F)c3oc2=O)cc1
i	0.24	89.7	CCCCn1c(-c2cccc([N+](=O)[O-])c2)nc2c(c(=O)c3ccccc3n2C)c1=O
i	0.0772	58.5	O=S(=O)(NCC1CCN(c2ncccn2)CC1)c1ccccc1Cl
i	0.105	76.2	COC(=O)C1CCN(S(=O)(=O)CCNC(=O)c2ccccc2)CC1

Rewritten as tab-separated lines: part of the list above.
SMILES	GluA2 TARP mod	GluA2 TARP mod agonism max-min	GluA2 TARP mod glutamate slope
O=C(C1CCN(c2ccc(-c3cccs3)nn2)CC1)N1CCOCC1	i	0.13	46.6
CCOc1ccccc1NC(=O)C(=O)Nc1ccc([N+](=O)[O-])cc1	i	0.131	62.0
CCCCn1c(-c2cccc([N+](=O)[O-])c2)nc2c(c(=O)c3ccccc3n2C)c1=O	i	0.24	89.7
Cc1cc(C(=O)N2CCOCC2)nn1CC(=O)N(C)C1CCN(C)CC1	i	0.0967	63.7

Back to the main list, repeating the two entries before the break.
GluA2 TARP mod	GluA2 TARP mod agonism max-min	GluA2 TARP mod glutamate slope	compound
i	0.0772	58.5	O=S(=O)(NCC1CCN(c2ncccn2)CC1)c1ccccc1Cl
i	0.105	76.2	COC(=O)C1CCN(S(=O)(=O)CCNC(=O)c2ccccc2)CC1
i	0.103	53.6	COc1ccc(OC)c(C(=O)CSc2nccn(-c3cccc(F)c3)c2=O)c1
i	0.0272	58.6	CCc1ccc(S(=O)(=O)Nc2ccc3c(c2)CCCN3S(C)(=O)=O)s1
i	0.0391	44.4	CC(Oc1ccccc1)C(=O)NCC1CCN(S(C)(=O)=O)CC1 (centres undefined)
i	0.0529	43.5	CS(=O)(=O)N1CCC2(CC1)NC(=O)N(CCOc1ccccc1)C2=O
i	0.0842	64.5	Cc1cccc(C(=O)Nc2nnc(-c3cccs3)o2)c1
i	0.0695	65.6	CC1CCCN(S(=O)(=O)c2ccc(Cl)s2)C1 (centres undefined)
+	0.221*	29.9*	COc1ccc(S(=O)(=O)NCC(O)c2ccc(C(F)(F)F)cc2)cc1Cl (centres undefined)
i	0.11	68.8	CCOc1ccc(C(=O)Nc2ccc3c(c2)CCCN3C(=O)C(C)C)cc1OCC
i	0.147	61.6	O=C(Nc1ccccc1C(F)(F)F)c1ccc(Oc2ncccn2)cc1
i	0.139	49.0	Cc1nn(C2CCS(=O)(=O)C2)c2nc(-c3ccco3)cc(C(=O)NCc3c(F)cccc3F)c12 (centres undefined)
i	0.0403	53.8	COc1ccc(NC(=O)c2cc(OC)c(OC)c(OC)c2)cc1N1CCCCC1=O
i	0.0605	65.5	COc1ccccc1N1CC(C)Cn2c1nc1c2c(=O)n(Cc2ccccc2)c(=O)n1C (centres undefined)
i	0.0826	59.6	CCC(C(=O)NCC(C)(O)CCSC)c1ccccc1 (centres undefined)
+	0.167*	70.8*	COc1cc(-c2nnc(NC(=O)c3cc(C)n(C)n3)o2)cc(OC)c1OC
i	0.154	71.8	O=C(NCCn1ncc2c(N3CCOCC3)ncnc21)c1ccc(=O)oc1
i	0.0542	59.8	CS(=O)(=O)N1CCCc2ccc(NC(=O)C(=O)NCCN3CCC(c4cccs4)CC3)cc21
i	0.0978	46.6	CCOc1ccccc1C(=O)NNC(=O)c1ccc(=O)n(Cc2ccccc2)c1
i	0.16	61.8	CS(=O)(=O)c1cccc(C(=O)Nc2cccc(Cl)c2)c1
i	0.118	65.6	CCOC(=O)N1CCN(/C=C(\C#N)C(=O)Nc2ccc(OC)cc2)CC1
+	0.336*	33.9*	COc1ccccc1-c1csc(/C(C#N)=C2\C=CC=CN2C)n1
i	0.223	35.3	O=S(=O)(NCC(O)(c1ccccc1)C(F)(F)F)c1ccc(OC(F)(F)F)cc1 (centres undefined)
i	0.111	51.6	Cc1cc(C)cc(OCC(O)Cn2c(C3CC(=O)N(Cc4ccccc4)C3)nc3ccccc32)c1 (centres undefined)
i	0.155	62.4	CC(C)(C)OC(=O)N1CCc2cc(O)ccc2C1
i	0.101	60.8	Cc1cc(=O)[nH]c(-n2nc(C3CC3)cc2NC(=O)c2ccc(C(C)(C)C)cc2)n1
i	0.112	56.6	O=C1CCCN1c1cccc(NS(=O)(=O)CCc2ccccc2)c1
i	0.142	57.9	COc1ccc(CCNC(=O)NCC(O)Cc2ccccc2)cc1 (centres undefined)
i	0.0589	67.5	COc1cn(CC(=O)Nc2ccc(Cl)cc2)c(CSc2nc(C)cc(C)n2)cc1=O
i	0.0419	58.6	Cn1nc(-c2cccc(NC(=O)COc3ccc4ccccc4c3)c2)ccc1=O
i	0.12	53.1	O=C(NCc1ccc(Cl)cc1)C(=O)Nc1c2c(nn1-c1ccccc1)CS(=O)(=O)C2
i	0.0451	38.6	CC(=O)c1ccc(NC(=O)Cn2nc(-c3ccc4c(c3)OCO4)ccc2=O)cc1

Quoted from the listing.
COc1ccccc1-c1csc(/C(C#N)=C2\C=CC=CN2C)n1 | GluA2 TARP mod agonism max-min: 0.336*
CCOC(=O)N1CCN(/C=C(\C#N)C(=O)Nc2ccc(OC)cc2)CC1 | GluA2 TARP mod glutamate slope: 65.6
O=C1CCCN1c1cccc(NS(=O)(=O)CCc2ccccc2)c1 | GluA2 TARP mod agonism max-min: 0.112

New compounds follow.
GluA2 TARP mod	GluA2 TARP mod agonism max-min	GluA2 TARP mod glutamate slope	compound
i	0.0484	61.0	Cc1ccc(-c2ccc(=O)n(CCCNC(=O)c3c(F)cccc3Cl)n2)cc1
i	0.0411	31.4	COc1cccc(OCC(=O)Nc2ccc(N3CCCCC3=O)c(OC)c2)c1
i	0.0903	66.9	CCNC(=O)Nc1cn(C)c2ccccc12
i	0.107	55.8	Cc1nnsc1C(=O)N1CCN(c2ccc(N3CCCCC3C)nn2)CC1 (centres undefined)
i	0.0806	56.2	CC(C)(C)C(=O)Nc1ccc(CC(=O)NCc2cccs2)cc1
i	0.0838	40.9	CCSc1ccccc1C(=O)Nc1cc(C(C)(C)C)nn1CCO
i	0.106	60.4	COCCn1c(-n2nc(C)c(C)c2C)nc2c1c(=O)n(CC(=O)C(C)(C)C)c(=O)n2C
i	0.0914	60.9	COCCNC(=O)C(=O)NCC1OCCCN1S(=O)(=O)c1ccc(OC)cc1 (centres undefined)
i	0.0892	63.6	CSc1cc(N2CCCC2)ncn1
i	0.0814	58.2	O=C(Nc1nc(CCC(=O)N2CCc3ccccc32)cs1)c1ccc(F)cc1
i	0.0381	49.3	Cc1ccc(NC(=O)C(=O)NC2CCCC2)cc1N1CCCC1=O
i	0.12	67.6	Cn1c(=O)c2c(ncn2CCc2ccccc2)n(C)c1=O
i	0.0848	68.3	CC(C)(C)n1nc2c(c1-n1cccc1)CN(C(=O)Cn1c(=O)oc3ccccc31)C2
i	0.047	46.4	Cc1ccc(-n2c(C)c(C)n3c4c(=O)n(CC(N)=O)c(=O)n(C)c4nc23)cc1C
i	0.116	47.6	O=C(CCCc1ccccc1)N1CC(c2nc(-c3ncccn3)no2)C1
i	0.0926&0.0383	51.1&92.0	O=C(O)Cn1c2nc3ccccc3nc2c2cccc(Cl)c21
i	0.0708	53.3	COc1cccc(OC)c1C(=O)NCC1(O)CCCC1
i	0.0261	51.9	CC(C)(C)c1ccc(C(=O)NC(=S)Nc2ccc(S(N)(=O)=O)cc2)cc1Br
i	0.117	56.9	O=c1ccc(-c2ccccc2)nn1CCCNS(=O)(=O)c1cccc(C(F)(F)F)c1
i	0.0985	74.1	CC(=O)N1CCN(c2ccnc3c2c(=O)n(Cc2cc(C)ccc2C)c(=O)n3C)CC1
i	0.0817	64.2	CCOc1ccc(C(=O)N2CCN(c3ccc(-c4ccc(F)cc4)nn3)CC2)cc1
i	0.0665	77.0	COC(=O)c1ccc2c(=O)n(CCN3CCCc4ccccc43)c(=S)[nH]c2c1
i	0.056	62.2	CCOC(=O)Cn1c(=O)c2c(nc3n(-c4ccccc4CC)c(-c4ccccc4)cn23)n(C)c1=O
i	0.137	74.0	O=C(Nc1onc2c1CSC2)c1ccc(Cn2ccnc2)cc1
i	0.0875	58.4	Cc1cc(C(=O)NCC(C)(O)c2ccc3c(c2)OCO3)no1 (centres undefined)
i	0.0635	66.9	COc1ccc(OC)c(CCN2CC(=O)N(c3ccccc3)C3CS(=O)(=O)CC32)c1 (centres undefined)
i	0.0766	40.5	COc1ccc(C(=O)Nc2ccc(C)c(N3CCCCC3=O)c2)c(OC)c1
i	0.0975	47.0	CCc1ccc2nc(N3CCN(C(=O)CCCS(=O)(=O)c4ccccc4)CC3)sc2c1
i	0.0742	39.3	COc1ccc(OC)c(-c2csc(NC(=O)c3cc(C)no3)n2)c1
i	0.0844	51.7	COc1ccc(NC(=O)c2ccc3nsnc3c2)cc1N1CCCCC1=O
i	0.0848	52.1	O=C(C1CC(=O)N(c2ccc(F)cc2)C1)N(CCc1ccccc1)Cc1ccccn1 (centres undefined)
i	0.0638	50.0	COc1ccc(NC(=O)c2ccc(S(=O)(=O)N3CCc4ccccc4C3)cc2)cc1
i	0.0893	48.0	Cc1cc(C(=O)NCC(c2ccccc2Cl)N(C)C)c(C)o1 (centres undefined)
i	0.0749	60.9	Cn1c2c(c(=O)[nH]c1=O)C(c1cccc(O)c1)NC(=O)N2 (centres undefined)
i	0.0924	71.0	C=CCOCC(O)CN1CCN(Cc2ccccc2)CC1 (centres undefined)
i	0.0607	73.6	COc1ccc(C)cc1NC(=O)COc1cc(C)c(Cl)c(C)c1
i	0.063	51.8	COc1ccc(CNC(=O)CCCCn2c(=O)[nH]c3cc(OC)c(OC)cc3c2=O)cc1
i	0.0824	52.0	COc1cccc(S(=O)(=O)NCCN2CCC(c3cccs3)CC2)c1
i	0.0392	44.4	NC(=O)CN1CCN(c2ccccc2)CC1
i	0.0833	42.9	COc1ccc(Cl)cc1S(=O)(=O)N1CCN(CCO)CC1
i	0.117	48.2	CCC(C(=O)N1CCN(c2ccc(N3CCN(CCO)CC3)nn2)CC1)c1ccccc1 (centres undefined)
